Screening results deposited in PubChem by National Center for Advancing Translational Sciences (NCATS).
POLH inh – DNA polymerase eta (human) inhibition; Q9Y253; recombinant Pol eta, fluorescent DNA replication assay; Potency, µM (top dose mostly 114 µM), without a hit: at the top dose activity change, negative = inhibition, actives largely listed as inhibitors; actives 1.2% (n = 390,000); also: potency is read from the fitted curve at half-maximal effect; % is scaled to controls: 0 for no effect and ±100 for the full control effect
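Pol eta (10 nM) was preincubated with compounds for 15 min at room temperature, after which fluorescent replication substrate (50 nM final) was added to start the reaction. Fluorescence was read kinetically at 0 and 10 min.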
Pol kappa inh – inhibitors of human DNA polymerase kappa; Potency, µM (series often up to 107 µM), for inactives: top-dose activity, negative = inhibition, hits mostly inhibitors; actives 0.53% (n = 400,000); AID 588579; purified Pol kappa, fluorescent DNA synthesis assay, 10 min; also: potency is read from the fitted curve at half-maximal effect; % is scaled to controls: 0 for no effect and ±100 for the full control effect
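Readout: fluorescence, taken kinetically at 0 and 10 min. Conditions: 10 nM Pol kappa, 15 min RT compound preincubation, 50 nM substrate final. Controls: enzyme-free buffer wells.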
RGS4 inhibitor – human RGS4 inhibition. Transcreener GDP fluorescence polarization, RGS4-accelerated GTP hydrolysis. Potency, µM (highest dose often 114 µM), without a hit: top-dose activity change, negative = inhibition, hits mostly inhibitors. AID 504845. actives 0.039% (n = 390,000). P49798; also: potency is read from the fitted curve at half-maximal effect; % is scaled to controls: 0 for no effect and ±100 for the full control effect; nearly all actives have a fitted effect of over 75% in size; some results filed as inactive show a strong effect at the top dose
Target sequence (P49798 whole entry, looked up): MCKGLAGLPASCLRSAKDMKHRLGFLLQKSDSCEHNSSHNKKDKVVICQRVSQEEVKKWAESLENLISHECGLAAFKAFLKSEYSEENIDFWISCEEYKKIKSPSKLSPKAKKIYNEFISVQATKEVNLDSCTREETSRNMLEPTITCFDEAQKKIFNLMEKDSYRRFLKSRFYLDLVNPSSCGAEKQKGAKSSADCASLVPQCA
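MLSMR compounds (23 nl, pin-transferred) preincubated 10 min at room temperature with a 500nM (2x) first reagent, then RGS4 at 900nM (2x) plus Transcreener GDP mix added; fluorescence polarization (620/688 nm) read before and after 90 min at 30 °C.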
ERG Ets-DNA blk – inhibitors of human ERG Ets domain-DNA interaction. P11308. fluorescence polarization, His-ERG Ets domain / labelled DNA. Potency, µM (series often up to 76.9 µM), for the others: top-dose FP activity, negative = inhibition, actives largely listed as inhibitors. actives 0.028% (n = 370,000). AID 624246; active = well fitted inhibition curve with a large enough effect in the polarisation, with a control signal flat; inconclusive = small, poorly fitted or top-dose-only effect, or effect the other way, or a change in a side signal; inactive = no such curve, though single readings can be large or run the other way; the % refers to the polarisation;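 also: polarization taken with two DNA probes labelled with fluorescein and Texas red; potency is read from the fitted curve at half-maximal effect; % of control where 0% means no effect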
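His-tagged ERG Ets domain (1 uM in the protein solution; 300mM KCl, 50mM Tris-HCl, 1mM EDTA, 1mM DTT, pH 7.5) received compound, then a probe mix of 5 nM fluorescein-DNA and 100nM Texas-615-DNA. Fluorescence polarization was read for both dyes.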
Apoferritin bind – candidate novel general anesthetic via apoferritin binding; apoferritin/1-aminoanthracene competitive binding, fluorescence; AID 485281; P02791; Potency, µM (titrated, usually from 77.5 µM), for the others: top-dose activity change, negative = displacement, actives largely listed as inhibitors; actives 0.074% (n = 350,000); also: potency is read from the fitted curve at half-maximal effect; % is scaled to controls: 0 for no effect and ±100 for the full control effect; nearly all actives have a fitted effect of over 20% in size
Target sequence (P02791 2-175 limits assumed): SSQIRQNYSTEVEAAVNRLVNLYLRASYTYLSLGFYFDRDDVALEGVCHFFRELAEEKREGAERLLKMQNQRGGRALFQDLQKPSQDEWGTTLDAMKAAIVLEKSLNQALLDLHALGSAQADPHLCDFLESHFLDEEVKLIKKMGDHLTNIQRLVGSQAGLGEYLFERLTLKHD
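Probe: 1-aminoanthracene (50% saturated, PBS). Protein: horse-spleen apoferritin, 10 uM. Incubation: 10 min, room temperature. Detection: 380 nm excitation, 535 nm emission. Analysis: normalized response, four-parameter Hill.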
APE1 inh – blocks human APE1 abasic DNA cleavage; P27695; recombinant APE1, TAMRA/BHQ-2 abasic DNA cleavage fluorescence; Potency, µM (titrated, usually from 65.8 µM), without a hit: at the highest dose activity change, negative = inhibition, hits mostly inhibitors; actives 0.35% (n = 350,000);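 also: potency is read from the fitted curve at half-maximal effect; plate controls were vehicle for no effect and reference inhibitor for full effect; nearly all actives have a fitted effect of over 55% in size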
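Activity was derived from the fluorescence gain between first and third kinetic reads (60 s intervals, ex 525/em 598 nm) after 50 nM THF-abasic TAMRA/BHQ-2 duplex was added to 0.75 nM APE1 preincubated 15 min with compound.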
LDHA block – blocks human lactate dehydrogenase A. P00338. activity change, % (values are at about 110 or 230 µM). AID 1347041. actives 0.15% (n = 480,000). purified LDHA, NADH/diaphorase-resazurin fluorescence; hits give low values; in the data active = activity change below about -30%; inconclusive = mostly about -25% to -30%;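 also: plate controls were DMSO wells for no effect and wells without enzyme for full effect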
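LDH5 2 nM; NADH 0.06 mM, pyruvate 0.2 mM; 200 mM Tris pH 7.4, EDTA, Tween-20; 5 min RT. Detection: diaphorase 0.133 mg/mL + resazurin 37 µM, fluorescence ex540/em590 at 0 and 20 min; normalized to enzyme-free and DMSO wells.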
Pol beta inh – DNA polymerase beta (human) inhibition; Pol beta primer extension/strand displacement, fluorescence kinetic; Potency, µM (highest dose often 114 µM), without a hit: at the highest dose activity change, negative = inhibition, hits mostly inhibitors; actives 1.3% (n = 340,000); AID 485314; also: potency is read from the fitted curve at half-maximal effect; % is scaled to controls: 0 for no effect and ±100 for the full control effect
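Kinetic readout of DNA synthesis with strand displacement by Pol beta. Compound and 10 nM enzyme sit 15 min at room temperature; 50 nM substrate starts the reaction, read immediately and at 10 min.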
ALOX12 inh – ALOX12 (human) lipoxygenase inhibition | Potency, µM (titrated, usually from 108 µM), inactives show at the top dose activity change, negative = inhibition, most hits filed as inhibitors | actives 1.1% (n = 580,000) | purified 12hLO, xylenol orange hydroperoxide absorbance | P18054; also: potency is read from the fitted curve at half-maximal effect; % is scaled to controls: 0 for no effect and ±100 for the full control effect
Target sequence (P18054 whole entry, looked up): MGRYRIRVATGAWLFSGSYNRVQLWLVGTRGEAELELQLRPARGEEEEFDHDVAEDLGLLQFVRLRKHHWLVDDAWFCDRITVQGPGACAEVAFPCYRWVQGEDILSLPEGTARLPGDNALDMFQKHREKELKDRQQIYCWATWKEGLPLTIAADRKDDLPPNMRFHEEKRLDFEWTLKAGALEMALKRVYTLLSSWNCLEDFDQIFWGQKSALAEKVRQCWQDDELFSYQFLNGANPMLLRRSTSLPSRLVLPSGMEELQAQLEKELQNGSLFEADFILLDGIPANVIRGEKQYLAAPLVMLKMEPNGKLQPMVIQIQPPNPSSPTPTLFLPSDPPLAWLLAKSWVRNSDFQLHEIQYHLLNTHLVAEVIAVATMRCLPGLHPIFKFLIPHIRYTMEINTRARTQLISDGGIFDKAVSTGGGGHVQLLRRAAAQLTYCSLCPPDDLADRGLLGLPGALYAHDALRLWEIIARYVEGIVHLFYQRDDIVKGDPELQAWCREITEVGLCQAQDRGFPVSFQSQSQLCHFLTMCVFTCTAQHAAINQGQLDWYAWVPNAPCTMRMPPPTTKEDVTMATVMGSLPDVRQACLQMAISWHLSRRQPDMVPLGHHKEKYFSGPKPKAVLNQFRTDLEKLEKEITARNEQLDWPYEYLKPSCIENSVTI
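Hydroperoxide product was detected by ferrous iron/xylenol orange as the 573 to 405 nm absorbance ratio. Arachidonic acid at 40 uM (final) was turned over for 30 min at room temperature by 150 nM human 12hLO, pH 7.0 Hepes buffer, after 15 min compound preincubation.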
An asterisk follows results filed as active; ? = inconclusive; . = not tested or not shown; [ ] = remark or other dose. Unless noted, calls follow the shape of the dose curve; as a rule, active = well fitted curve in the direction sought with a large enough effect; inconclusive = small, poorly fitted or top-dose-only effect, or another doubt; inactive = no such curve, though single readings can be large; an effect the other way counts as inactive or inconclusive. A portion of the library. The share of hits here may be higher or lower than overall.

SMILES	POLH inh	Pol kappa inh	RGS4 inhibitor	ERG Ets-DNA blk	Apoferritin bind	APE1 inh	LDHA block	Pol beta inh	ALOX12 inh
COc1ccccc1N1CCN(C(=O)C(Cc2ccccc2)NC(=O)C2CCCCC2)CC1 (centres undefined)	-16%	-11%	-22%	-6%	3%	24%	-1	-1%	10%
CCOc1ccc(S(=O)(=O)c2c(C(=O)c3ccc(CC)cc3)cnc3ccc(C)cc23)cc1	-12%	-18%	15%	0%	5%	.	-7	-9%	-21%
COc1cc(S(=O)(=O)N(Cc2ccccn2)Cc2ccco2)ccc1-n1cnnn1	4%	-3%	11%	.	-1%	16%	-1	4%	-3%[57.4 µM]
O=C(Cn1cc(C(F)(F)F)ccc1=O)N/N=C/c1ccc(Cl)cc1	-13%	-1%	-13%	8%	?	13%	1	2%	-9%
CC(=O)Nc1ccc(NC(=O)CSc2nccn2Cc2ccc3c(c2)OCO3)cc1	3%	-2%[60.1 µM]	2%	4%	1%	.	-17	7%	?
Cc1cc(C)c2c(c1)/C(=C/C(=O)c1ccc(Br)s1)C(=O)N2	-3%	-10%	16%	4%	-12%	-3%	-5	-2%	?
Cc1ccc(NC(=O)CCNS(=O)(=O)c2ccc3[nH]c(=O)oc3c2)c(Cl)c1	-16%	-4%	-3%	-1%	-8%	29%	-5	12%	-20%
O=C(CCc1nc2ccccc2c(=O)[nH]1)Nc1ccc(F)c([N+](=O)[O-])c1	?	-35%	-20%	12%	-17%	0%	6	?	?
COc1ccc(OC)c(NC(=O)C(C)n2c(=O)c(-c3ccccc3NC(C)=O)nc3ccccc32)c1 (centres undefined)	-7%	-4%	-12%	-5%	-12%	.	0	36%	-9%
CN(c1ccccc1)S(=O)(=O)c1cccc(Cl)c1Cl	-16%	-4%	-24%	14%	-8%	?	-2	4%	-12%
Cc1ccc(/C=C/C(=O)O)cc1S(=O)(=O)NCc1cccnc1	1%	-6%	23%	-2%	7%	14%	-2	12%	6%
Cc1cc(C)cc(NC(=O)CSc2nnc(-c3ccccc3C)o2)c1	-20%	-7%	2%	1%	40%[activator]	1%	-8	2%	0%
COC(=O)[C@H](CCSC)NC(=O)Nc1ccc(C)cc1C	-13%	-8%	25%	-2%	-7%	2%	-3	18%	3%
O=C(Nc1cccc(C(F)(F)F)c1)c1ccc2snnc2c1	-17%	-5%	1%	-1%	-9%	.	3	-1%	0%
COc1ccc(C(=O)Cn2c(Cl)nc3c2c(=O)n(C)c(=O)n3C)cc1	-3%	-2%	24%	3%	-9%	3%	-12	0%	?
COc1ccccc1CC(=O)NCc1csc(-c2cccs2)n1	-9%	5%	-10%	-4%	0%	-1%	-5	1%	493%[activator]
C=CC[C@H](CC(=O)NCCO)C(=O)N[C@@H](C)COC(=O)[C@H](CC=C)CC(=O)OC(C)(C)C	0%	-10%	0%	-1%	.	14%	-5	.	17%
CC(C)=C1C2C=CC1C(C(=O)Nc1cc(C)ccc1C)C2C(=O)O (centres undefined)	-6%	-17%	14%	1%	?	-2%	2	4%	0%
CCOC(=O)N1CCC(NC(=O)CCCN2C(=O)CSc3ncccc32)CC1	15%	-1%	14%	-2%	-6%	0%	-2	21%	0%
COc1ccc(OCCn2cc(/C=N/NC(=O)c3ccncc3)c3ccccc32)cc1	-17%	-10%	-4%	2%	4%	3%	-6	-18%	-22%

One compound at a time, from the list above. Screens in order: POLH inh, Pol kappa inh, RGS4 inhibitor, ERG Ets-DNA blk, Apoferritin bind, APE1 inh, LDHA block, Pol beta inh, ALOX12 inh
C=CC[C@H](CC(=O)NCCO)C(=O)N[C@@H](C)COC(=O)[C@H](CC=C)CC(=O)OC(C)(C)C is entered as 0%, -10%, 0%, -1%, ., 14%, -5, ., 17%
COc1ccc(C(=O)Cn2c(Cl)nc3c2c(=O)n(C)c(=O)n3C)cc1 is entered as -3%, -2%, 24%, 3%, -9%, 3%, -12, 0%, ?
COC(=O)[C@H](CCSC)NC(=O)Nc1ccc(C)cc1C is entered as -13%, -8%, 25%, -2%, -7%, 2%, -3, 18%, 3%
CCOC(=O)N1CCC(NC(=O)CCCN2C(=O)CSc3ncccc32)CC1 is entered as 15%, -1%, 14%, -2%, -6%, 0%, -2, 21%, 0%
CCOc1ccc(S(=O)(=O)c2c(C(=O)c3ccc(CC)cc3)cnc3ccc(C)cc23)cc1 is entered as -12%, -18%, 15%, 0%, 5%, ., -7, -9%, -21%

(further entries)
SMILES	POLH inh	Pol kappa inh	RGS4 inhibitor	ERG Ets-DNA blk	Apoferritin bind	APE1 inh	LDHA block	Pol beta inh	ALOX12 inh
O=C1c2ccccc2NC(c2ccccn2)N1NS(=O)(=O)c1ccccc1 (centres undefined)	6%	-8%	25%	2%	-7%	-1%	-9	51%	-6%
COc1cccc(Sc2ccccc2CN(C)C)c1	-5%	-6%	-16%	8%	?	0%	-3	52%	?
CN1CCN(C2(CNC(=O)c3ccc([N+](=O)[O-])cc3)CCCCC2)CC1	-13%	-20%	22%	0%	-9%	.	1	17%	-4%
Cc1ccc(NC(=S)N(CCCN2CCN(C)CC2)Cc2cccs2)cc1C	-21%	-3%	-13%	-2%	-7%	0%	-1	24%	-5%
O=C(CSc1nnc(CNC(=O)c2cccs2)o1)NC1CCCC1	0%	-9%	-8%	-7%	-8%	11%	-7	-2%	-13%
Cc1ccc(C(NC(=O)C(C)C)c2cc([N+](=O)[O-])c3cccnc3c2O)cc1 (centres undefined)	?	-4%	-19%	-2%	5%	?	17	23%	16µM*
Cc1ccc(NC(=O)Cn2c(=O)oc3cc(S(=O)(=O)N4CCC(C)CC4)ccc32)cc1C	4%	-2%	-30%	-8%	-14%	-8%	-5	-19%	13%[57.4 µM]
COc1ccc(CN2CCNC(=O)C2CC(=O)N(C)Cc2cc(C)no2)cc1OC (centres undefined)	?	-9%	-24%	-4%	-12%	4%	9	7%	?
CC(=O)c1c(C)nc(-c2ccccc2)n1O	-9%	-10%	3%	0%	-7%	14%	3	1%	-9%
O=S(=O)(Cc1ccccc1)NCCc1ccc(F)cc1	-17%	-4%	-7%	-2%	?	-1%	-2	10%	-1%
CCC1CCCCN1C(=O)CNCC1CCCO1 (centres undefined)	-19%	5%	-10%[11.4 µM]	14%	-5%	-3%	-10	13%	?
CN(C)N=Nc1nc2c(c(=O)n(C)c(=O)n2C)n1C	-10%	-16%	18%	40%[activator]	-3%	5%	-4	3%	?
COc1ccnc(Oc2ccccc2)c1C(=O)N/C=N/OCc1ccccc1	-4%	-20%	15%	7%	-14%	-3%	1	1%	-2%
COc1ccc(S(=O)(=O)NCC2CCCN(C(=O)c3sccc3C)C2)cc1 (centres undefined)	-6%	-9%	-2%[56.9 µM]	-4%	-10%	4%	-6	-1%	-5%
CCN(C[C@H]1N[C@@](C)(C(=O)OC)[C@H]2C(=O)N(C)C(=O)[C@@H]12)S(=O)(=O)c1ccccc1	-4%	15%	6%	3%	.	40%	-4	.	-27%
COc1ccc2[nH]cc(CCNc3nc(-c4cccc(NS(C)(=O)=O)c4)nc4ccccc34)c2c1	.	-4%[60.1 µM]	.	.	-4%	-2%	.	.	?
CCOC(=O)C1(Cc2cccc(Cl)c2)CCCN(C(=O)CCC(=O)N(C)C)C1 (centres undefined)	-1%	-10%	15%	2%	-3%	-3%	4	3%	-5%
O=C(NC1CC1)C1=C[C@H](C2CCCCC2)C[C@H](OCc2ccc(CO)cc2)O1	-12%	-11%	20%	10%	-22%	16%	4	21%	-74%
Cc1ccc(NC(=O)CSc2nnc(-c3ccccc3Br)o2)cc1C	-5%	-17%	-34%	-5%	?	-6%	-4	1%	152%[activator]
COc1ccccc1N(CC(=O)NCc1ccccc1)C(=O)CCC(=O)Nc1cc(C)ccn1	-12%	-5%	2%[11.4 µM]	-6%	-8%	4%	-5	-19%	-10%[57.4 µM]
Cc1cc(S(=O)(=O)Nc2ccc(C(=O)NCC3(N(C)C)CCCCC3)cc2)ccc1F	-7%	5%	-1%	10%	.	-4%	3	.	-6%
O=C(NCc1ccc2c(c1)OCO2)Nc1ccc([N+](=O)[O-])cc1	0%	-4%	16%	-10%	-8%	13%	1	34%	0%
COc1ccc(C(=O)NCCS(=O)(=O)N2CCN(C(=O)c3ccco3)CC2)cc1	-9%	-2%	6%	4%	.	23%	-3	.	16%
CCOC(=O)CCc1c(C)nc2ncnn2c1C	-15%	3%	-1%	-1%	-6%	1%	-3	6%	-23%
OCCNc1nc(Nc2cc(Cl)ccc2OC2CCCC2)nc(N2CCCC2)n1	-18%	-19%	5%	.	.	.	1	.	-12%
CC(C)c1ccc(NC(=O)CSC(C)c2nc3ccccc3c(=O)[nH]2)cc1 (centres undefined)	-16%	0%	-16%	-5%	-5%	17%	-3	10%	97%[activator]
Cc1ccccc1OCCn1cc(C(=S)N2CCN(C)CC2)c2ccccc21	-6%	-3%	11%	2%	-20%	-15%	2	?	?

An excerpt from above, limited to LDHA block and ERG Ets-DNA blk:
smiles	LDHA block	ERG Ets-DNA blk
OCCNc1nc(Nc2cc(Cl)ccc2OC2CCCC2)nc(N2CCCC2)n1	1	.
CC(C)c1ccc(NC(=O)CSC(C)c2nc3ccccc3c(=O)[nH]2)cc1 (centres undefined)	-3	-5%
